# Assay outcomes from PubChem BioAssay.
# HP1b chromo inh = blocks HP1-beta chromodomain binding to methylated histone tails. AlphaScreen HP1-beta / biotin-H3K9me3 peptide binding. Potency, µM (highest dose often 114 µM), without a hit: at the highest dose activity change, negative = inhibition, usual class: inhibitors. 0.56% of 390,000 active; further: potency means the concentration at half of the fitted maximal effect; nearly all actives have a fitted effect of over 70% in size; inactives centre near 23
#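 HP1-beta protein (50 nM final) preincubated 30 min at room temperature with biotinylated H3(1-18)K9me3 peptide (50 nM) in PBS pH 7.4, 0.01% Tween-20, then compound added for 30 min. AlphaScreen streptavidin donor/nickel chelate acceptor beads (10 ug/mL final), 30 min dark, luminescence read.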
# G9a block = G9a (human) methyltransferase inhibition | Q96KQ7 | Potency, µM (titrated, usually from 102 µM), without a hit: at the highest dose activity, negative = inhibition, hits mostly inhibitors | AID 504332 | 8.8% of 350,000 active | G9a H3K9 monomethylation, AlphaScreen, 2 h; further: potency means the concentration at half of the fitted maximal effect; on the % scale 0 is the no-effect control and ±100 the full control effect; nearly all actives have a fitted effect of over 75% in size
#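 Readings reflect AlphaScreen signal from monomethyl-H3K9 antibody detection. HMT at 20 nM; substrate b-H3K9 500 nM; cofactor SAM 20 uM; 2 h RT reaction; compounds tested as titrations in qHTS with 15 min preincubation.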
# PI4K2A block = inhibitors of human PI4K2A. Q9BTU6. purified PI4K2A, ADP-Glo luminescence, 1 h; stronger effect = lower value. activity change, negative = inhibition, % at 76.9 µM. 0.13% of 420,000 active; in the data active means activity change below about -50%; inconclusive means mostly about -30% to -49%;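 further: -100% = wells without enzyme as full effect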
# Target sequence (Q9BTU6 whole entry, looked up): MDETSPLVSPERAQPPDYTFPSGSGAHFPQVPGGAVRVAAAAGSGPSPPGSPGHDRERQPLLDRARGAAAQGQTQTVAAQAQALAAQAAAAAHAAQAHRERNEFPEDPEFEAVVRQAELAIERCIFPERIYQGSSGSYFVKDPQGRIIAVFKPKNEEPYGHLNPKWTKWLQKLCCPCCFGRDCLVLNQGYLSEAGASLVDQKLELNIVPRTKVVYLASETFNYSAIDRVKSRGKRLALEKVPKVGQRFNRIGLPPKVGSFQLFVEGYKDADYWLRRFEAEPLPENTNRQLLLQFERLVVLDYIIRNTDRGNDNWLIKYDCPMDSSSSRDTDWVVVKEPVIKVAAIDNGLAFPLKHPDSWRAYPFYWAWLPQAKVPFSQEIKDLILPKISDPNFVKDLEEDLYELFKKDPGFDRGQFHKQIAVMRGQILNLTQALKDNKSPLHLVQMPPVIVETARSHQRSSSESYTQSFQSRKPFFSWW
#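 In this quantitative HTS, ADP production by PI4K2A was quantified luminescently after 1 h at ambient temperature; 100 microM adenosine served as plate-quality control.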
# PGK inhibitor = T. brucei PGK inhibition; Potency, µM (titrated, usually from 57.5 µM), for the others: at the top dose activity change, negative = inhibition, hits mostly inhibitors; AID 602233; PGK/GAPDH coupled, Kinase-Glo luminescence, 60 min; 0.043% of 380,000 active; further: potency means the concentration at half of the fitted maximal effect; on the % scale 0 is the no-effect control and ±100 the full control effect; nearly all actives have a fitted effect of over 60% in size
# Target sequence (P07378 whole entry, looked up): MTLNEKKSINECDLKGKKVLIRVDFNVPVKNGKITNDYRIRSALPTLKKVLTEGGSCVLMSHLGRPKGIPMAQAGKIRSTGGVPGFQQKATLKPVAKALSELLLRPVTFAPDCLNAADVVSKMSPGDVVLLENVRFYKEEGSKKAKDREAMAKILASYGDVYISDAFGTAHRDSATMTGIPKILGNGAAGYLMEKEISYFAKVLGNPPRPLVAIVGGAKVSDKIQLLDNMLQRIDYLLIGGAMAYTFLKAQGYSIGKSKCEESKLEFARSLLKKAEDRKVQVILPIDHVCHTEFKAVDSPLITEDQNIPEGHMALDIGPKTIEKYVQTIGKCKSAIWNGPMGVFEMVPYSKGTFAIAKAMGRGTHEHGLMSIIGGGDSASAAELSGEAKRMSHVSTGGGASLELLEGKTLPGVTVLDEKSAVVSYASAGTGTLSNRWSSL
#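 Luminescent ATP detection (Kinase-Glo Plus) follows a 60-minute room-temperature incubation, with wells lacking PGK as controls. Buffer: 100 mM TEA (pH 7.6), 5 mM MgCl2, 0.01% Tween-20. Coupling enzyme GAPDH (100 nM final) supplies unstable 1,3-BPG in-well.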
# JMJD2A Tudor inh = inhibitors of human JMJD2A Tudor domain; 4.4% of 390,000 active; O75164; Potency, µM (top dose mostly 114 µM), for inactives: at the highest dose activity change, negative = inhibition, hits mostly inhibitors; AlphaScreen JMJD2A-Tudor / H3K4me3 peptide binding; AID 504339; further: potency means the concentration at half of the fitted maximal effect; on the % scale 0 is the no-effect control and ±100 the full control effect; nearly all actives have a fitted effect of over 50% in size
# ERG-DNA inh = blocks human ERG Ets domain binding to DNA | fluorescence polarization, His-ERG Ets domain / labelled DNA | AID 624246 | Potency, µM (titrated, usually from 76.9 µM), inactives show at the top dose FP activity, negative = inhibition, usual class: inhibitors | 0.028% of 370,000 active | P11308; active means well fitted inhibition curve with a large enough effect in the polarisation, with a control signal flat; inconclusive means small, poorly fitted or top-dose-only effect, or effect the other way, or a change in a side signal; inactive means no such curve, though single readings can be large or run the other way; the % refers to the polarisation;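 further: polarization taken with two DNA probes labelled with fluorescein and Texas red; potency means the concentration at half of the fitted maximal effect; % of control where 0% means no effect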
#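 His-tagged ERG Ets domain (1 uM in the protein solution; 300mM KCl, 50mM Tris-HCl, 1mM EDTA, 1mM DTT, pH 7.5) received compound, then a probe mix of 5 nM fluorescein-DNA and 100nM Texas-615-DNA. Fluorescence polarization was read for both dyes.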
# GLS inh = inhibitors of human glutaminase (GLS); GLS enzymatic activity, qHTS titration; Potency, µM (doses to about 45.5 µM), without a hit: at the top dose activity change, negative = inhibition, usual class: inhibitors; 0.21% of 410,000 active; further: potency means the concentration at half of the fitted maximal effect; on the % scale 0 is the no-effect control and ±100 the full control effect
#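 Compounds were pin-transferred onto hKGA, after which L-glutamine (1 mM solution) and a detection mix of glutamate oxidase, HRP and Amplex Red were added. Initial and 30 min RT fluorescence reads were collected.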
# BAZ2B inh = blocks human BAZ2B; Q9UIF8; AlphaScreen BAZ2B-H3K14Ac peptide displacement; Potency, µM (top dose mostly 114 µM), inactives show at the highest dose activity change, negative = inhibition, hits mostly inhibitors; 4.4% of 360,000 active; AID 504333; further: potency means the concentration at half of the fitted maximal effect; on the % scale 0 is the no-effect control and ±100 the full control effect; nearly all actives have a fitted effect of over 60% in size
#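 In this displacement format the biotinylated H3(5-23) peptide acetylated at Lys14 serves as ligand at 50 nM, with BAZ2B at 50 nM in PBS pH 7.4 containing 0.01% Tween-20. Donor and acceptor beads are 10 ug/mL final.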
# Pin1 inhibitor = inhibitors of human Pin1. Pin1 FP peptide displacement, HiFluor488, 10 min. Potency, µM (doses to about 115 µM), inactives show at the highest dose activity, negative = inhibition, usual class: inhibitors. 0.009% of 390,000 active. AID 504891; active means well fitted inhibition curve with a large enough effect in the polarisation, with a control signal flat, not every such curve was filed as active; inconclusive means small, poorly fitted or top-dose-only effect, or effect the other way, or a change in a side signal; inactive means no such curve, though single readings can be large or run the other way; the % refers to the polarisation; further: potency means the concentration at half of the fitted maximal effect; on the % scale 0 is the no-effect control and ±100 the full control effect
# Target sequence (Q13526 whole entry, looked up): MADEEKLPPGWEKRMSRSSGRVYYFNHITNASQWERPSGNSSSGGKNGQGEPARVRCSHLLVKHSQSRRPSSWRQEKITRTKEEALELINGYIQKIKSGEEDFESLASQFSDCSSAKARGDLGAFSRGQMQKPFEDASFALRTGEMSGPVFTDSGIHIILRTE
# An asterisk follows results filed as active; i = inactive; ? = inconclusive; · = no result given; [ ] = dose if it differs, or a comment. Unless noted, the call rests on the fitted dose curve; in most records, active means well fitted curve in the direction sought with a large enough effect; inconclusive means small, poorly fitted or top-dose-only effect, or another doubt; inactive means no such curve, though single readings can be large; an effect the other way counts as inactive or inconclusive. Not a hit list. Share with any hit: about 11%.
Structure,PGK inhibitor,G9a block,GLS inh,BAZ2B inh,PI4K2A block,ERG-DNA inh,Pin1 inhibitor,HP1b chromo inh,JMJD2A Tudor inh
CCOCCCNC(=O)c1[nH]c2cc(OC)ccc2c1Sc1ccccc1,-14.7%,-39.7%[59 µM],-1.8%,-13.7%,1.5,-4.3%,20.5%,5.8%,?
Cc1ccc(C(=O)Nc2ccc3c(c2)OCCO3)o1,·,-6.7%,7.2%,2.3%,-14.4,·,-0.5%,16.6%,-14.0%
CCc1cc(=O)oc2c(C)c(OCC(=O)NCCCN3CCCC3=O)ccc12,4.5%,·,5.2%,-2.4%,2.7,-2.7%,-2.8%,23.5%,-13.1%
CN(C)C(CNC(=O)CSC(=S)N1CCCC1)c1ccccc1 (stereo unspecified),2.9%,·,13.7%,·,-1.7,8.1%,14.2%,26.1%,-12.5%
C=CCn1cc(C(=O)N2CCN(c3ccccc3)CC2)c(=O)c2cc(S(=O)(=O)N3CCCC3)ccc21,3.5%,1.6%,6.5%,-9.6%,6.0,-7.5%,0.1%,22.9%,-19.3%
CS(=O)(=O)N(CC(=O)Nc1ccc2c(c1)OCCO2)Cc1ccccc1,-4.8%,-5.6%,5.1%,10.5%,2.0,0.1%,?,26.8%,-19.9%
Cc1cc(-n2c(C)cc(C(=O)COc3ccc(Cl)cc3C(N)=O)c2C)no1,i,·,-1.8%,·,-3.8,-2.5%,16.7%,28.3%,-12.7%
O=C(Nc1c2c(nn1-c1ccccc1)CS(=O)(=O)C2)c1ccc2c(c1)OCO2,-0.9%,16.0%,-2.0%,-12.2%,-1.6,0.6%,-3.8%,26.5%,-2.2%
CC1CCN(Cc2c(C(=O)N/N=C/c3cc(Br)ccc3O)nnn2-c2nonc2N)CC1,0.9%,8.2%,9.0%,-1.4%,2.5,7.5%,1.3%,21.5%[57 µM],-3.7%
Nc1nc(Nc2ccc(Cl)cc2)nc(NCCO)c1[N+](=O)[O-],1.9%,50.1µM*,0.0%,?,-1.7,8.0%,-2.0%,13.6%,-1.1%
Cc1cccc(N(C)c2nc3ccccc3c3nnc(C)n23)c1,i,?,2.3%,6.9%,-0.7,1.4%,-4.9%,80.8%[activator],-9.3%
COc1ccc(C)cc1NC(=O)CN1CCN(C/C=C/c2ccccc2)CC1,-2.1%,?,6.1%,5.4%,2.1,-9.9%,0.6%,1.9%,?
Cc1ccc(C(=O)CSc2nnc3ccc4ccccc4n23)cc1,1.3%,-27.5%[59 µM],4.4%,-12.1%,-1.6,7.6%,-2.2%,56.1%[activator],2.6%
O=C(NCCCN1CCCC1)Nc1ccccc1[N+](=O)[O-],i,?,11.3%,-4.2%,5.5,-3.9%,3.6%,-4.0%,-20.0%
COc1cccc(COC(=O)CCNC(=O)c2ccc(Br)cc2)c1OC,3.2%,-9.8%,3.2%,3.4%,0.1,5.7%,-0.3%,13.3%,8.3%
Cc1cccc(-c2noc(C3CC(=O)N(c4ccc5c(c4)OCCO5)C3)n2)c1 (stereo unspecified),-6.2%,9.0%[59 µM],1.9%,-16.4%,-1.8,-0.5%,-0.1%,47.4%[activator],-20.0%
CCCc1cc(=O)[nH]c(SCc2cc(C(=O)OC)c(C)o2)n1,2.5%,?,-0.8%,5.4%,1.3,-5.5%,1.7%,51.5%[activator],-6.2%
COc1cc(C(=O)NCC(c2ccc3c(c2)OCO3)N2CCOCC2)cc(OC)c1OC (stereo unspecified),-9.8%,1.7%[59 µM],-11.1%,0.2%,1.8,8.7%,-4.2%,11.7%[57 µM],-11.3%
O=C1c2cccc3cccc(c23)C(=O)N1Cc1ccccc1,i,11.5%,-17.8%,-14.5%,4.4,1.6%,-10.0%,48.8%[activator],-1.4%
CCOC(=O)C1CCN(C(=O)COc2cc(C)c(Br)c(C)c2)CC1,4.1%,-4.7%,1.3%,10.1%,-0.3,9.9%,13.2%,56.1%[activator],10.6%
CCN1CCN(C(=O)C2(NC(=O)Nc3cccc(F)c3)CCCCC2)CC1,-4.0%,25.9%[59 µM],-2.0%,-3.5%,-5.2,-3.0%,3.0%,5.9%,1.5%
C=CCNC(=O)c1onc(CSc2cc(C)cc(C)c2)c1C(=O)NCC=C,-4.7%,-2.1%[12.7 µM],2.6%,21.0%,-0.6,4.5%,2.7%,72.5%[activator],16.2%
N#CCc1nc2ccc(S(=O)(=O)N3CCOCC3)cc2s1,-7.2%,-28.6%,-23.4%,-20.5%,-2.9,50.9%[activator],?,24.0%,-26.4%
Cc1nnc(Nc2ccc(F)cc2)c2ccccc12,-1.2%,46.3%,0.7%,-20.2%,1.3,-2.1%,-0.6%,38.0%,-6.9%
CC(C)c1ccc(NC(=O)CCNS(=O)(=O)c2ccc3[nH]c(=O)oc3c2)cc1,-5.5%,-35.2%,3.8%,-6.4%,0.6,-0.6%,0.2%,29.1%,-1.4%
Cc1ccc(NC(=O)COC(=O)Cc2c(F)cccc2Cl)cc1S(=O)(=O)N1CCOCC1,i,-30.2%,14.8%,-0.1%,-0.7,-8.4%,14.9%,2.4%,-12.4%
Cc1cccc(CSC2=NCCN2S(=O)(=O)c2ccc(F)cc2)c1,-4.3%,199.9%[activator],3.2%,32.8%,-8.2,6.2%,30.3%[activator],82.6%[activator],66.4%[activator]
N#CCC(=O)N1CCN(C(c2ccccc2)c2ccccc2)CC1,3.5%,·,15.0%,·,-15.1,4.8%,2.3%,42.8%[activator],0.3%
Cc1nc2c(-c3ccccc3)c(C)nn2c(C)c1CC(=O)O,-6.7%,3.5%,-17.7%,-10.6%,-7.1,8.8%,0.1%,6.0%,-16.0%[11.4 µM]
CCSC1=NC(C)(C)C=C(C)N1,-12.3%,19.6%[59 µM],-2.8%,0.3%,-2.1,-3.1%,-0.1%,6.8%,-8.9%
O=C(Nc1ccc(Cl)c(Cl)c1)N1CC=CCC1,-10.6%,13.8%[59 µM],0.4%,9.8%,4.9,6.7%,4.3%,31.5%,24.4%
CC(=O)c1ccc(N2C(=O)C3C(C2=O)C(C(=O)c2ccc(Cl)cc2)N2CCCC32)cc1 (stereo unspecified),-8.5%,?,-7.2%,?,-7.9,14.4%,?,-16.1%,-18.5%[11.4 µM]
O=c1c2oc3nc4c(cc3c2ncn1CCCc1ccccc1)CCCC4,i,·,0.9%,-2.0%,-1.9,14.5%,1.0%,14.3%,-9.0%
O=S(=O)(c1ccc(Cl)cc1)N1CCCC1c1nc(-c2cccc(Cl)c2)no1 (stereo unspecified),-1.5%,52.2%[activator][59 µM],-12.9%,16.5%,9.9,4.8%,23.6%,65.7%[activator],0.7%
CC(/C=N/NC(=O)COc1ccccc1C)=N\NC(=O)COc1ccccc1C,-0.1%,43.3%,-5.4%,-14.0%,-6.4,-3.3%,3.0%,65.7%[activator],-6.8%
Cc1ccc(C)c(NC(=O)CN(C)C(=O)/C=C/c2ccco2)c1,i,17.7%,-8.0%,-9.3%,4.4,0.1%,3.3%,23.9%,-0.7%
COC(=O)c1ccc(C(=O)NCCCCO)cc1,-9.8%,1.2%,5.5%,-4.9%,-1.1,-0.4%,4.0%,14.1%,-9.1%
CS(=O)(=O)N(CC(=O)N1CCCCC1)c1cccc(F)c1,-1.9%,·,-1.4%,?,1.5,3.3%,-6.8%,27.2%,4.2%
CCCCCCn1c(=O)c(C(=O)N/N=C/c2cccc(F)c2)c(O)c2ccccc21,4.9%,56.5%[activator][59 µM],7.9%,2.2%,1.1,-6.6%,0.5%,47.3%[activator],-6.2%
Cc1ccc2nc(C3CCN(S(=O)(=O)c4ccc5ccccc5c4)CC3)[nH]c2c1,-2.9%[11.5 µM],-30.6%[59 µM],8.8%,0.6%,-1.0,·,20.4%,14.3%,-21.4%
COc1ccc(C(=O)NCCN2CCN(C(=O)c3ccc(OC)cc3)CC2)cc1,-7.3%,49.5%,2.5%,-11.5%,3.3,3.5%,0.8%,18.4%,-11.8%
CCC(C)NC(=O)CCc1c(C)nc2c(c(C)nn2-c2ccc(C)cc2)c1C (stereo unspecified),·,-4.6%[59 µM],-9.4%,3.1%,-0.7,-8.9%,-9.9%,22.1%,-4.0%
CCN(c1ccccc1)S(=O)(=O)c1ccc(C(=O)NC2CCN(Cc3ccccc3)CC2)cc1,-9.2%,·,1.6%,·,5.1,·,72.6%,30.2%,-30.6%
NC(=O)CN1CCN(c2cccc(Cl)c2)CC1,-3.3%,12.7%,-20.4%,-5.1%,2.3,7.3%,-0.3%,33.5%,-9.5%
Cc1ccc(NC(=O)Nc2nnc(SCC(=O)Nc3ccc(F)cc3F)s2)cc1,-1.3%,?,5.9%,3.3%,-2.9,-0.9%,0.1%,46.6%[activator],3.6%

# Three compounds out of the list, ordered by length of the SMILES, falling.
Structure,PGK inhibitor,G9a block,GLS inh,BAZ2B inh,PI4K2A block,ERG-DNA inh,Pin1 inhibitor,HP1b chromo inh,JMJD2A Tudor inh
Cc1ccc2nc(C3CCN(S(=O)(=O)c4ccc5ccccc5c4)CC3)[nH]c2c1,-2.9%[11.5 µM],-30.6%[59 µM],8.8%,0.6%,-1.0,·,20.4%,14.3%,-21.4%
CC(/C=N/NC(=O)COc1ccccc1C)=N\NC(=O)COc1ccccc1C,-0.1%,43.3%,-5.4%,-14.0%,-6.4,-3.3%,3.0%,65.7%[activator],-6.8%
COC(=O)c1ccc(C(=O)NCCCCO)cc1,-9.8%,1.2%,5.5%,-4.9%,-1.1,-0.4%,4.0%,14.1%,-9.1%
